Screens (PubChem)
TIM10 inh: growth inhibitors of TIM10 yeast strain | S. cerevisiae TIM10 strain growth, BacTiter-Glo luminescence, 24 h | inhibition, % at 10 µM | 330,000 compounds, 1.4% hits | AID 463195;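 active = inhibition of 40% or more at the single tested concentration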;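 note: wild-type TIM10 isogenic control strain grown at permissive 25 °C; 0% = DMSO yeast wells and 100% = minimal medium wells without yeast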
Mdm2 MdmX PPI: human Mdm2/MdmX binding inhibition. O15151+Q00987. SaOS-2 split-luciferase Mdm2/MdmX complementation, luminescence. inhibition, % at 8 µM. 330,000 compounds, 3% hits. AID 485346;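 active = inhibition of at least 50% at 8 µM in the primary screen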
tim10-1 inh: tim10-1 yeast growth inhibition; S. cerevisiae tim10-1 ts strain growth, BacTiter-Glo, 24 h; inhibition, % at 20 µM; 330,000 compounds, 2.2% hits;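 active = inhibition of at least 40%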;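 note: mutant grown at 25 °C; 0% = DMSO wells with yeast and 100% = wells holding no yeast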
NR3A LBD binder: modulators (binders) of human NR3A ligand-binding domain; NR3A LBD differential scanning fluorimetry, Tm shift; 0% = protein alone, 100% = glycine-bound protein; Tm shift relative to glycine control, % at 25 µM; 340,000 compounds, 2.5% hits; AID 1259313;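 active = melting temperature shift of at least 10% of the positive control shift, at one fixed dose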
NLRP3 yeast inh: NALP3 inhibition in yeast | Yeast reconstituted NLRP3/ASC/caspase-1, beta-gal luminescence, 24 h | inhibition, % at 10 µM | 330,000 compounds, 0.39% hits | AID 2825;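 active = inhibition of 50% or more; inactive = inhibition below 50%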;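 note: plate controls were induced DMSO wells for no effect and uninduced yeast grown without galactose for full effect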
APJ agonist: activates the human apelin receptor APJ; P35414; CHO-K1 APJ PathHunter beta-arrestin, luminescence; 0% DMSO wells, 100% apelin; activation, % at 20 µM; 330,000 compounds, 0.11% hits; AID 2520;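 active = activation more than six SD over the plate average, tested at 20 µM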;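 note: 0% = DMSO alone and 100% = apelin-13 at 10 nM; some results filed as inactive read as strong as hits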
Target sequence (P35414 whole entry, looked up): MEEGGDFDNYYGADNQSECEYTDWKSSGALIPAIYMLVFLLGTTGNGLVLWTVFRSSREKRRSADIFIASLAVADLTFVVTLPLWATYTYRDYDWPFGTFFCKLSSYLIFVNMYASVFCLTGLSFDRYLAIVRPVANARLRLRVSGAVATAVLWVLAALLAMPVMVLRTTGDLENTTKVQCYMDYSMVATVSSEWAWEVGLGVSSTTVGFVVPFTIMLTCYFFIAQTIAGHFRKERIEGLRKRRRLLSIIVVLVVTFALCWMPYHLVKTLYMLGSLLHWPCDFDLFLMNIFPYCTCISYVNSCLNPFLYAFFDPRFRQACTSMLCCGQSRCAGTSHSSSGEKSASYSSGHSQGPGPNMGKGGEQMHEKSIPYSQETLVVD
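Material: engineered CHO-K1 APJ arrestin reporter cells; amount: 1000 CHO-K1 reporter cells seeded per well; incubation: compound stimulation 90 min at 25 °C, detection 60 min; signal: luminescent beta-gal fragment complementation, chemiluminescent substrate; read-out basis: APJ agonist activity; controls: DMSO-only wells as negative, 10 nM Apelin-13 as positive control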
XBP1 UPR activ: activators of adaptive arm of unfolded protein response (XBP1); CHO-XBP1 luciferase reporter, IRE1-XBP1 UPR activation, luminescence; percent of tunicamycin response, DMSO as zero; activation, % at 20 µM; 330,000 compounds, 0.33% hits; AID 463104;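 active = versus positive control, 20 µM dose yields 30% or more activation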;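 note: 100% = tunicamycin at 10 µg/mL and 0% = DMSO only wells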
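Signal: luciferase luminescence; Assay system: CHO-XBP1 luciferase reporter cells; Amount: one thousand reporter cells per well; Dosing: 20 µM single concentration, DMSO 1%; Benchmarks: high control tunicamycin 10 µg/mL final, low control DMSO vehicle only; Schedule: 6 h compound exposure at 37 °C, 5% CO2; Evaluation: percent activation relative to tunicamycin reference.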
UPR CHOP act: activators of apoptotic arm of unfolded protein response (CHOP); 330,000 compounds, 0.34% hits; CHO-CHOP luciferase reporter, UPR activation, luminescence; percent of tunicamycin response over DMSO baseline; activation, % at 10 µM;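 active = at 10 µM dose, activation of 40% or more, normalized to positive control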;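 note: 100% = tunicamycin at 10 µg/mL and 0% = DMSO alone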
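Material: CHO-CHOP cells, stable luciferase reporter of PERK-eIF2a-CHOP signalling; quantity: 500 reporter cells seeded per well; buffer or medium: F12 medium containing 10% fetal bovine serum; compound: one dose, 10 µM in 0.5% DMSO; incubation: 6 h compound treatment, 37 °C; measured by: Steady-Glo luciferase luminescence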
tim23-1 inh: tim23-1 yeast growth inhibition | S. cerevisiae tim23-1 growth, BacTiter-Glo luminescence, 24 h | inhibition, % at 20 µM | 330,000 compounds, 1.3% hits | AID 463212;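 active = growth inhibition of the mutant yeast at or above 50%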;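 note: temperature-sensitive mutant grown at 25 °C; plate controls were DMSO-treated mutant yeast for no effect and medium wells lacking yeast for full effect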
* = called active by the depositor; . = no result given.

item	compound	TIM10 inh	Mdm2 MdmX PPI	tim10-1 inh	NR3A LBD binder	NLRP3 yeast inh	APJ agonist	XBP1 UPR activ	UPR CHOP act	tim23-1 inh
1	COc1cc(CN2CCN(C3CCC3)CC2CCO)cc(OC)c1 (centres undefined)	7.2	30.0	16.4	0.5	4.9	-4.5	-5.1	0.1	5.4
2	COc1cccc2c(SCC(=O)N/N=C/c3ccccc3)cc(C)nc12	23.2	19.7	23.5	-1.2	9.8	-1.6	-4.3	0.8	24.7
3	CCOc1ccccc1-n1nnnc1SCC(=O)NC(=O)Nc1ccc2c(c1)OCCO2	5.3	1.2	6.6	1.6	3.6	-3.3	2.0	-1.6	10.5
4	COc1cc(/C=C(\C#N)C(N)=O)ccc1OS(=O)(=O)c1ccc(C)cc1	1.8	6.0	8.9	0.3	6.8	-3.5	-0.1	1.3	38.2
5	CC(Sc1nnc(-c2ccccc2F)o1)C(=O)Nc1ccc(N2CCOCC2)cc1 (centres undefined)	1.7	-27.9	-0.1	1.9	17.5	-3.0	-1.5	3.9	8.4
6	Cc1ccc(CN2CCCN(Cc3c(F)cccc3Cl)S2(=O)=O)cc1	23.2	18.7	19.5	2.1	8.1	0.1	-3.7	-1.0	25.8
7	CCc1sc(N)nc1-c1ccccc1	-3.8	-32.1	8.7	-1.4	14.6	-1.5	-1.1	-0.5	-0.1
8	COc1cc(/C=N/O)cc(Br)c1OCc1cccc(Cl)c1	36.6	21.9	31.5	9.5	25.2	-5.3	-0.5	0.9	22.0
9	CC(C)C(=O)Nc1nc2c(c(=O)[nH]1)CCCC2	3.9	0.8	-5.7	0.1	8.8	1.2	-2.5	-0.7	-12.1
10	CN1CCN(C(=O)C2CCN(c3ncc(C(F)(F)F)cc3Cl)CC2)CC1	1.1	6.0	12.0	1.1	20.7	-1.8	-0.2	-1.6	11.6
11	COc1ccc(/C=C(\C#N)C(=O)N2CCOCC2)cc1Br	26.2	18.5	28.7	2.7	14.0	1.8	1.3	0.7	36.3
12	CCn1cc([N+](=O)[O-])c(C(=O)N2N=C(c3cccc4ccccc34)CC2c2ccccc2O)n1 (centres undefined)	16.8	51.9*	15.9	1.4	1.2	-1.4	3.0	2.6	1.5
13	O=C(Cn1ccc2ccccc2c1=O)NCCC(=O)Nc1ccc2c(c1)OCCO2	-0.1	-15.1	6.7	-1.7	7.3	-5.2	-0.7	-1.8	-0.6
14	Cc1ccc(OCCOC(=O)c2cc(S(=O)(=O)N3CCCCC3)ccc2N2CCOCC2)cc1	21.9	-1.5	17.7	4.4	10.6	0.9	-1.8	8.1	24.4
15	O=C(CCN1C(=O)c2ccccc2S1(=O)=O)Nc1ccc(F)cc1F	-7.9	4.3	-3.9	0.3	19.2	-1.4	-5.2	-3.4	2.0
16	CCOc1ccc2nc(-c3cc(NC(C)=O)ccc3O)sc2c1	8.9	15.0	7.8	-1.2	9.7	-5.5	0.2	3.9	1.4
17	Cc1c(C(=O)Nc2nccs2)sc2nc(-c3cccs3)cc(C(F)(F)F)c12	-2.0	42.4	0.3	27.6*	12.4	-6.0	4.1	0.8	6.9
18	O=C(CCc1ccccc1)Nc1ccnn1C1CCN(Cc2ncc[nH]2)CC1	-4.3	1.0	-5.4	-0.6	10.4	-2.7	-1.0	0.4	1.2
19	Cc1ccc(C)c(CN2CCC(CNC(=O)Nc3ccc(Cl)cc3)CC2)c1	24.2	44.1	22.7	1.2	10.1	-2.1	6.7	3.9	3.7
20	Cc1cc([N+](=O)[O-])nn1CC(=O)Nc1nc2ccccc2s1	-1.8	11.1	23.4	-1.2	0.8	-0.2	-1.6	1.1	5.7
21	Oc1c(Cl)cc(Cl)cc1C=Nc1ccc(Br)cc1	28.6	91.7*	11.5	0.1	0.0	-2.9	1.4	-0.5	73.9*
22	Clc1cccc(C2CCN(Cc3nc(CC4CC4)no3)C2)c1 (centres undefined)	-10.7	6.5	-2.3	0.1	16.1	-1.3	2.7	-0.4	19.8
23	Cc1cc(NC(=O)C(C)SCC(=O)OCc2ccc([N+](=O)[O-])cc2)no1 (centres undefined)	-1.4	35.2	4.8	3.0	6.4	0.5	1.6	0.7	12.5
24	Cc1ccc(C)c(NC(=O)CN(C)C(C)C(=O)N2CCCC2)c1 (centres undefined)	-1.7	-20.1	-4.8	-1.3	22.9	-5.3	-0.7	1.0	8.1
25	CC(C)(C)C(=O)Nc1ccccc1C(=O)OCC(=O)c1ccc2c(c1)OCCO2	-29.9	-4.5	17.2	-0.7	10.4	-2.1	2.1	4.6	10.2
26	O=C(Cn1c(-c2ccccn2)nc2ccccc21)NCCN1CCOCC1	-4.0	7.2	5.6	-4.2	4.9	-5.1	-0.6	0.0	-2.9
27	O=C(NCC1CCCO1)C1CC(=O)N(c2ccc(Cl)cc2)C1 (centres undefined)	-7.8	18.2	-2.3	-3.5	3.8	0.2	-0.3	0.6	-8.8
28	Cc1ccc(-c2csc(NC(=O)c3ccno3)n2)cc1	14.9	-13.7	30.8	-7.6	15.1	8.5	2.0	6.1	29.7
29	OCC1(CO)COC(CCc2ccccc2)=N1	-10.0	-15.1	2.8	-1.4	21.1	1.3	-3.9	0.3	0.3
30	COC(=O)N/N=C1\CCCc2ccccc21	3.3	-9.6	12.4	8.0	9.6	-0.8	-2.5	0.0	13.0

Next part
item	compound	TIM10 inh	Mdm2 MdmX PPI	tim10-1 inh	NR3A LBD binder	NLRP3 yeast inh	APJ agonist	XBP1 UPR activ	UPR CHOP act	tim23-1 inh
31	COc1ccc(C(=O)Nc2ccccc2-c2nnn(CC(=O)N3CCOCC3)n2)cc1	-1.1	2.2	10.1	2.6	-1.0	-1.4	-2.4	-0.7	5.1
32	COc1ccccc1S(=O)(=O)Nc1ccc(-c2nnc3n2CCCCC3)cc1	15.2	4.1	8.0	0.1	14.0	-5.2	-2.1	-2.2	11.2
33	Cc1cccc(NS(=O)(=O)c2ccc(C)c(C(=O)NCc3cccnc3)c2)c1	2.6	-19.4	-5.8	0.5	5.4	-1.2	-2.2	0.7	2.7
34	CC(=O)c1c(C)[nH]c(C(=O)OCC(=O)Nc2cc(C)on2)c1C	-7.0	26.5	2.0	-0.2	0.5	-7.2	1.1	0.3	-8.5
35	Cc1cccc(NC(=O)CN(c2ccc(F)cc2)S(C)(=O)=O)c1	-14.5	-25.2	14.2	-0.9	11.8	-0.7	-0.5	0.9	3.7
36	NC(=O)c1ncn([C@@H]2O[C@H](CO)[C@@H](O)[C@H]2O)n1	-4.0	-12.2	9.6	-0.8	8.2	-3.1	-4.5	-0.1	8.6
37	CS(=O)(=O)N1CCc2cc(C(=O)N3CCCC3)ccc21	7.9	3.7	19.6	1.8	7.8	-1.2	-0.1	-2.9	1.6
38	N=c1c2ccccc2nnn1-c1cccc(C(F)(F)F)c1	6.2	25.9	-10.5	-1.4	11.6	-1.2	-0.1	1.6	-2.3
39	O=C(COc1ccccc1F)N1CCc2ccccc2C1	22.4	-23.4	20.6	0.3	3.8	-5.2	0.6	1.3	18.2
40	CC(=O)c1ccc(S(=O)(=O)NCCC(=O)OCC(=O)N2CCCC2=O)cc1	-5.9	4.5	14.1	.	10.4	0.4	-2.5	-1.2	0.6
41	CC(=O)NC(c1ccc([N+](=O)[O-])cc1)c1c(O)ccc2ccccc12 (centres undefined)	-6.1	3.8	12.0	-6.8	6.3	-0.5	0.3	0.1	15.8
42	Cc1nc(NC(=O)/C=C/c2ccccc2)sc1C(=O)Nc1cccc(Cl)c1	-16.5	28.9	-6.6	31.6*	-9.2	-0.9	-2.5	-0.4	-12.4
43	CN(CC(O)COc1ccc2ccccc2c1)C1CCCCC1 (centres undefined)	-5.5	-5.2	-10.5	0.1	25.8	-0.7	-1.1	0.8	-7.4
44	CC(=O)NS(=O)(=O)c1ccc(NC(=O)c2ccc(-n3nc(C)cc3C)cc2)cc1	5.0	-11.5	-4.9	-0.9	9.8	-2.6	-2.6	0.0	6.7
45	CCC(C)c1ccc(S(=O)(=O)N2CCN(CC(O)COCC3CCCO3)CC2)cc1 (centres undefined)	2.8	10.9	3.5	2.1	7.8	-3.0	2.1	-1.7	-3.3
46	COc1ccc(CCN=C(NS(=O)(=O)c2ccc(Cl)cc2)c2ccccc2)cc1	-6.5	-5.7	23.2	-0.6	2.1	-0.1	-3.2	1.5	19.8
47	Cc1cc(C)nc(N2CCCC(C(=O)Nc3nc4ccc(S(C)(=O)=O)cc4s3)C2)n1 (centres undefined)	16.2	15.6	20.6	3.8	-8.0	-3.3	-1.7	-1.3	21.0
48	Cc1cc(Br)ccc1NC(=O)CNC(=O)CSc1ncccn1	8.5	-5.2	23.1	1.0	4.1	-3.4	3.0	-0.5	4.6
49	CN(C)CCN(C(=O)/C=C/c1cccs1)c1nc2ccc(Br)cc2s1	25.0	27.1	21.0	-2.3	44.1	1.1	1.2	0.8	20.2
50	COc1ccc(Cl)cc1NC(=O)CN(C)CC(=O)NCc1cccs1	-4.4	-0.8	-4.2	-1.2	10.9	-1.5	-4.2	-0.4	-0.4
51	CC(C)C(NS(=O)(=O)c1cccs1)C(=O)N(C)Cc1ccccc1 (centres undefined)	4.3	-13.6	9.9	0.3	0.6	-2.3	0.9	-0.4	8.9
52	O=C(c1ccc(Br)cc1)N1CCN(c2ncccn2)CC1	17.0	14.3	9.2	-1.0	1.1	0.0	-1.0	0.2	12.0
53	CC(=O)Nc1ccc(S(=O)(=O)Nc2ccc(F)c([N+](=O)[O-])c2)cc1	4.5	-17.7	-6.0	-3.6	13.6	-3.4	-2.9	0.6	4.2
54	Cc1ccc(N(C)S(=O)(=O)c2ccc3c(c2)CC(C)N3C(=O)C2CC2)cc1 (centres undefined)	17.0	27.8	32.2	0.8	13.5	0.4	-2.2	0.2	40.8
55	Cc1cc(C)nc(Nc2ccccc2Br)n1	11.3	-15.7	8.7	1.9	-3.7	-3.8	1.7	-2.4	-12.9
56	O=C(CO/N=C/c1cccc([N+](=O)[O-])c1)NC1CCCCCC1	-1.2	5.0	1.3	-0.8	6.0	-1.2	-0.1	-0.3	28.1
57	COc1ccc(CCC(=O)NCCS(=O)(=O)N2CCN(c3ccccc3)CC2)cc1	9.1	10.9	12.0	6.9	20.1	-2.9	-2.5	2.0	7.0
58	COc1ccc(S(=O)(=O)NCc2cccnc2)cc1NC(=O)c1ccc(C)cc1	4.6	8.1	8.3	0.6	9.9	-4.4	-0.1	-0.4	1.4
59	CCCn1c(=O)c(C(=O)NCCc2ccc(Cl)cc2)c(O)c2ccccc21	4.3	-0.4	-17.8	2.2	16.2	-3.3	-5.1	2.1	-5.7
60	O=C(N/N=C/c1ccc(O)cc1)/C(=C/c1ccccc1)CCO	2.2	-12.0	9.4	-15.1	2.0	2.0	3.6	5.4	10.8

Compounds as they come, and some 8.2% of all compounds hit somewhere here.
